HT1080NT lethal = kills 2HG-producing HT-1080-NT fibrosarcoma cells; HT-1080-NT fibrosarcoma viability, CellTiter-Glo ATP luminescence, 48 h; Potency, µM (titrated, usually from 46.1 µM), inactives show at the highest dose activity, negative = less viability, usual class: cytotoxic; AID 686970; hit rate 1.6% among 360,000;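 note: NT is the 2HG producing partner of a matched IDH1 knockdown line; 0% = DMSO-treated cells and -100% = media-only wells without cells; nearly all actives have a fitted effect of over 55% in size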
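Viability by CellTiter-Glo luminescence after 48 h compound exposure at 37C of HT-1080-NT cells (750/well, RPMI, 5% FBS). % activity scaled between DMSO wells and medium-only wells, then curve-fitted and categorized by curve class.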
KB-V1 MDR tox = KB-V1 MDR subline cytotoxicity | Potency, µM (doses to about 46.1 µM), without a hit: at the top dose activity change, negative = cytotoxicity, hits mostly cytotoxic | KB-V1 MDR cells viability, CellTiter-Glo, 72 h | hit rate 3.4% among 400,000; note: % is set by controls: 0 for no effect and ±100 for the full control effect; nearly all actives have a fitted effect of over 60% in size
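Luminescent ATP read-out (CellTiter-Glo, 10 min) measures survival of drug-selected KB-V1 MDR cells after 72 h, 37 degrees C compound exposure. Medium: phenol-red-free DMEM, 10% FBS. Values from fitted concentration-response curves.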
KB-3-1 cytotox = KB-3-1 parental cell cytotoxicity; KB-3-1 viability, CellTiter-Glo ATP luminescence, 72 h; Potency, µM (doses to about 46.1 µM), inactives show at the top dose activity change, negative = cytotoxic, actives largely listed as cytotoxic; hit rate 1.4% among 400,000; note: % is set by controls: 0 for no effect and ±100 for the full control effect; nearly all actives have a fitted effect of over 60% in size
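72 h, 37 °C compound treatment of KB-3-1 parental cells; CellTiter-Glo added, 10 min, luminescence read. Data corrected against DMSO-only plates and normalized before curve fitting.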
GLP1R inv ag = GLP-1 receptor (human) inverse agonism; AID 624417; P43220; HEK293 GLP-1R CRE-luciferase, luminescence, 24 h; GLP-1R form is constitutively active; hit rate 1.6% among 410,000; Potency, µM (highest dose often 38.3 µM), without a hit: top-dose activity change, negative = inhibition, actives largely listed as inhibitors; note: % is set by controls: 0 for no effect and ±100 for the full control effect; nearly all actives have a fitted effect of over 55% in size
Target sequence (P43220 whole entry, looked up): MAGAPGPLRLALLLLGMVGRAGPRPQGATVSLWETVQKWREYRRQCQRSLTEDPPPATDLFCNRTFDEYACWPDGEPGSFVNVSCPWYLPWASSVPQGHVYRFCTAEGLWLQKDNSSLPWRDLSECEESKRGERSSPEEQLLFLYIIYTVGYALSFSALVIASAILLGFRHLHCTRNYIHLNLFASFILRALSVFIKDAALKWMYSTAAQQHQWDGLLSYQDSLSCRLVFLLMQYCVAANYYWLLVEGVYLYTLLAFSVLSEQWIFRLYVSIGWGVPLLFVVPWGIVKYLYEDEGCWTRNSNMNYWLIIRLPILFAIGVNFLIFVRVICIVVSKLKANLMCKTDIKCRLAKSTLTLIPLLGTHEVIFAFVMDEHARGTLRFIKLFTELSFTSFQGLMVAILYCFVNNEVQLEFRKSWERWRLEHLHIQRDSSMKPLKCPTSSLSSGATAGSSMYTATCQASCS
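Cells are plated, allowed 12 hours at 37 deg C, then treated with compounds for 24 hr before luciferase detection reagent is added and luminescence is read after 12 min at room temperature. The HEK293 line carries constitutively active GLP-1R with a cAMP-responsive reporter.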
SW480 rereplic = DNA re-replication induction in SW480 cells | SW480 DNA re-replication, Hoechst DNA content imaging, 48 h | Potency, µM (series often up to 46.1 µM), for inactives: top-dose re-replication activation, most hits filed as activators | hit rate 1.8% among 340,000 | AID 624297; note: % of control where 0% means no effect; nearly all actives have a fitted effect of over 55% in size
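Per well, 250 cells were exposed to pinned compound for 48 hr. Nuclear DNA was visualised with Hoechst (40 min, 37 C) and total object intensity recorded by fluorescence scanning.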
HEK293 tox = cytotoxicity in counter-screen for GLP-1R inverse agonists; HEK293 cAMP-luciferase reporter cells, luminescence, 24 h; Potency, µM (titrated, usually from 38.3 µM), inactives show top-dose activity change, negative = inhibition, usual class: inhibitors; hit rate 0.13% among 410,000; AID 624418;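 note: loss of luciferase light is scored as toxicity; % is set by controls: 0 for no effect and ±100 for the full control effect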
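Seeding density was 200 cells/uL; after overnight-length (12 h) culture, 23 nL compounds went on for 24 h at 37 °C. Readout used a luciferase detection reagent, luminescence taken after 12 min at room temperature.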
TDP43 rescue = rescues yeast growth from TDP-43 toxicity | hit rate 1.8% among 410,000 | TDP-43 expressing yeast growth rescue, BacTiter-Glo, 24 h | AID 652104 | Potency, µM (doses to about 46.1 µM), without a hit: at the highest dose growth rescue (activation), actives largely listed as activators; note: % of control where 0% means no effect; nearly all actives have a fitted effect of over 50% in size
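In this qHTS, compounds that restore growth of yeast expressing TDP-43 appear as activators. Cells (OD600=0.02, galactose medium, raffinose-pregrown) are incubated with compound 24 hr at 30 deg C and growth is quantified by BacTiter-Glo.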
GLP1R ag = activates the human GLP-1 receptor | P43220 | HEK293 GLP-1R CRE-luciferase, luminescence, 4-6 h; cells express a hypersensitive GLP-1R form | AID 624172 | hit rate 0.007% among 380,000 | Potency, µM (top dose mostly 45.6 µM), for the others: top-dose activation, actives largely listed as activators; note: % of control where 0% means no effect
HT1080 IDH1KD tx = toxicity to HT-1080 IDH1 knockdown cells (counter line). HT-1080 IDH1 knockdown viability, ATP luminescence, 48 h. Potency, µM (top dose mostly 46.1 µM), without a hit: at the top dose activity, negative = toxicity, usual class: cytotoxic. hit rate 2% among 360,000;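 note: 0% = DMSO wells and -100% = cell-free medium wells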
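IDH1KD HT-1080 cells, 750/well, RPMI + 5% FBS; compound pinned after 2 h settling; 48 h, 37 °C; CellTiter-Glo luminescence; % activity normalised to DMSO and no-cell wells; curves fitted, classed by r2 and efficacy.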
Numbers without * were called inactive; u = inconclusive; x = not tested or not shown; [ ] = another dose, or the depositor's remark. Calls come from the whole dose curve; as a rule, active = well fitted curve in the direction sought with a large enough effect; inconclusive = small, poorly fitted or top-dose-only effect, or another doubt; inactive = no such curve, though single readings can be large; an effect the other way counts as inactive or inconclusive. Potency is the fitted concentration of half-maximal effect.

SMILES | HT1080NT lethal | KB-V1 MDR tox | KB-3-1 cytotox | GLP1R inv ag | SW480 rereplic | HEK293 tox | TDP43 rescue | GLP1R ag | HT1080 IDH1KD tx
CCc1nnc(NC(=O)c2ccc(S(=O)(=O)N3CCOCC3)cc2)s1 | -10% | -8% | 8% | 13% | -2% | 3% | 24% | 3% | 1%
CC(=O)C1=C(C)NC(SCC(N)=O)=C(C#N)C1C (centres undefined) | -2% | 2% | 15% | 0% | -1%[9.22 µM] | 0% | 11% | -14% | -1%
Cc1ccc(C)n1-c1ccc(-n2cnnn2)cc1 | 2% | -9% | 19% | 0% | 15% | 15% | 8% | 17% | -2%
CN1CCN(c2ncnc3scc(-c4ccccc4Cl)c23)CC1 | -14% | -16% | -11% | 1.4µM* | 3% | 0% | -1% | -4% | -5%
COc1cccc(C2=Cc3ccc(F)cc3C(CC(C)=O)N2c2ccc(-c3cncnc3)cc2)c1 (centres undefined) | -12% | u | u | -19% | x | 6% | 12% | 6% | -6%
O=C(C(=O)c1cccnc1)c1cccnc1 | 12% | 14% | 0% | 1% | -5% | 3% | 0% | -3% | 9%
N/C(=N\OC(=O)c1cc([N+](=O)[O-])ccc1Cl)c1ccccn1 | u | -7% | -1% | 3% | u | -60% | u | 5% | u
CC(C)(C)S(=O)N1Cc2cc(C(=O)NCc3ccc(Oc4ccccc4)cc3)nc(-c3cccc(-c4cc5ccccc5o4)c3)c2[C@H]1CCO (some centres undefined) | 18µM* | -2% | u | u | x | u | 28% | -2% | 18µM*
Cc1ccc(CNC(=O)CCCn2c(=O)c3ccccc3n(Cc3ccc(Cl)cc3)c2=O)cc1 | x | 25% | 19% | 2% | x | 5% | 23% | 1% | x
COc1ccc(Cl)cc1NC(=O)C1CCCO1 (centres undefined) | 14% | 0% | 4% | 12% | 3% | 0% | 12% | -1% | 9%
O=C(CN1CCN(c2ccccn2)CC1)NCCc1ccccc1 | 9% | -19% | 14% | -7% | -4% | 4% | 18% | -6% | 18%
CSc1nc(N(C)C)nc(N(C#N)CCOC(C)=O)n1 | -17% | -1% | -4% | -24% | 7% | -9% | -1% | 18% | -10%
COc1ccccc1OCC(=O)NCCS(=O)(=O)N1CCN(c2ccc(F)cc2)CC1 | 5% | -25% | 16% | -34% | -14% | 4% | 7% | -1% | 7%
O=C(Oc1ccc(/C=N/O)cc1)c1ccccc1Cl | 0% | -12% | -1% | 17% | u | -4% | 7% | 11% | -1%
Cc1ccc(C(=O)OCc2c(C)noc2C)cc1NC(=O)c1ccco1 | -11% | u | -7% | 5% | -13% | -10% | 15% | 35% | -3%
CCOC(=O)C(C(=O)Nc1ccccc1C)C1CCCCC1 (centres undefined) | 0% | u | -1% | -16% | 28% | -5% | -9% | -1% | 2%
CC(=Nc1ccccc1)C1=C(O)C(Cc2ccc(O)cc2)NC1=O (centres undefined) | 0.58µM* | u | 0.21µM* | u | 0.13µM* | -28% | -27% | 10% | u
O=C(COC(=O)c1ccc(Cl)c(S(=O)(=O)N2CCN(c3ccc(F)cc3)CC2)c1)Nc1cccc(Cl)c1 | 1% | -2% | 1% | 5% | -4% | 4% | 13% | -1% | 6%
CC1(C)CCc2cc(-c3ccnc(=S)[nH]3)ccc2O1 | 5% | -23% | -8% | -1% | 0% | -5% | 26% | 5% | 15%
Cc1ccc(C(=O)Nc2ccccc2N2CCCCC2)cc1 | -2% | u | -14% | u | 13% | 29% | 6% | 19% | 15%
NC(=O)c1cc(S(=O)(=O)NCCc2ccc(S(N)(=O)=O)cc2)cs1 | 0% | 6% | 1% | 9% | u | -38% | 9% | 0% | -2%
CNS(=O)(=O)c1ccc(C(=O)NCC(=O)NCCc2ccc3c(c2)OCCO3)cc1 | 16% | u | 10% | 6% | -13% | -4% | 7% | 3% | 5%
COc1ccc(NC(=O)Nc2nnc(-c3ccncc3)s2)cc1 | -3% | u | 0% | u | -5% | -27% | -14% | 0% | -3%
COc1ccccc1N1CCN(C(=O)Cn2c(=O)[nH]c3ccsc3c2=O)CC1 | 12% | 9% | 19% | -1% | -2% | -11% | 10% | -5% | 10%
Fc1ccc(OCc2nc(-c3ccc(Br)o3)no2)c(F)c1 | 2% | 8% | -3% | u | -1% | -1% | u | 13% | 0%
Next part:
SMILES | HT1080NT lethal | KB-V1 MDR tox | KB-3-1 cytotox | GLP1R inv ag | SW480 rereplic | HEK293 tox | TDP43 rescue | GLP1R ag | HT1080 IDH1KD tx
CCSc1nc2ccccc2n1Cc1nc(N)nc(N(C)C)n1 | -3% | -3% | -4% | 7% | -7% | -13% | -25% | 15% | -1%
COCCCNS(=O)(=O)c1ccc2[nH]c(=O)[nH]c2c1 | 10% | 1% | 1% | 16% | -73%[inhibitor] | -4% | 8% | 7% | 6%
O=C(NCCc1ccccc1)Nc1ccc(Cl)cc1 | 9% | 6% | -2% | u | 1% | -16% | -2% | -13% | 6%
O=C1C(C=NCCN2CCOCC2)=C(O)c2ccccc21 | 11% | -5% | 19% | -2% | -5% | 0% | 15% | 3% | 2%
Cc1c(CNC2CCCC2)c(C(=O)O)c(C)n1Cc1ccccc1 | -1% | 0% | 8% | 3% | 12% | 3% | 14% | -4% | 8%
CCn1ncc(/C=C/C(=O)c2ccccc2)c1C | -24% | 0% | -4% | -24% | 2% | -10% | -9% | 1% | -8%
CC1CN(Cc2ccccc2)C(=O)N(c2ccccc2)C1=O (centres undefined) | 10% | x | x | 2% | 0% | -10% | -5% | -3% | 2%
O=C(N/N=C/c1cccc2ccccc12)c1cccs1 | -2% | -7% | 2% | 18% | 0% | -7% | -8% | 6% | -23%
O=C(COC(=O)Cc1cn2ccsc2n1)NC12CC3CC(CC(C3)C1)C2 | 2% | 8% | 12% | 50%[activator] | -1% | 3% | -4% | 9% | 3%
Cc1nc2ccc(Nc3ccncc3)cc2s1 | 1% | 18% | -3% | -10% | u | 2% | 10% | 4% | -5%
CC(=O)Nc1c(Cl)cc2c(c1Cl)Cc1ccccc1-2 | 10% | -7% | 6% | 20% | -4% | -2% | -22% | -3% | 5%
CSc1ccc(CN2CCN(C(=O)c3ccncc3)CC2)cc1 | -2% | 4% | -14% | -23% | -12% | -2% | -10% | 8% | -8%
CCC1(C)NC(=O)N(CC(=O)N2CCC(Cc3ccccc3)CC2)C1=O (centres undefined) | -6% | 4% | -10% | -19% | -6% | 6% | -6% | -2% | -5%
CCOc1ccc(-c2n[nH]c3c2C(c2ccccc2OC)N(c2ccc(Br)cc2)C3=O)cc1 (centres undefined) | x | u | 3% | -15% | x | 1% | 21% | 0% | x
Cc1cc(NC(=O)C2CC(=O)N(c3cccc(C)c3C)C2)no1 (centres undefined) | 20% | -7% | 22% | 6% | -2% | -1% | 4% | 9% | 15%
CCNC(=O)c1ccccc1CCc1ccccc1 | -3% | 6% | -11% | 8% | -16% | 2% | -13% | -1% | 12%
C/C(=N\Nc1ccc([N+](=O)[O-])cc1)c1cc2ccccc2o1 | -24% | -8% | 3% | u | 24% | 72%[activator] | u | 8% | -22%
c1ccc(-c2cn(-c3ccccc3)c3ncnc(N4CCCCC4)c23)cc1 | u | -20% | 4% | 3.2µM* | 22% | -6% | 18µM* | 3% | u
COc1ccc(C(=O)O)cc1F | 24% | u | 5% | 13% | -3% | -3% | 4% | 7% | 17%
COc1ccc(/C=C(/C#N)C(=O)Nc2cccc(C)c2C)cc1C(=O)O | -2% | 20% | -1% | 29% | -1% | 23% | 4% | -3% | 1%
O=C(COC(=O)/C=C/c1cccc(Cl)c1)Nc1ccc(N2CCOCC2)cc1 | 18% | 18% | 7% | 13% | 14% | -2% | -12% | 6% | 16%
Cc1ccc(S(=O)(=O)N2CCC3(CC2)CC(=O)c2ccccc2O3)cc1 | 13% | -1% | 12% | u | -40%[inhibitor] | 8% | 21% | 7% | 10%
O=C(CCSCCC(=O)Nc1ccccc1F)Nc1ccccc1F | 8% | 3% | 14% | -19% | 0% | 1% | 4% | -1% | 9%
COc1ccccc1-c1nnc(SCC(=O)c2ccc(F)cc2)n1-c1ccccc1 | x | u | u | u | x | -26% | u | 0% | x
CCOc1ccccc1Nc1nnc(SCC(=O)NC(=O)c2cccn2C)s1 | -4% | -11% | 0% | 19% | 8% | -29% | -2% | 9% | -8%
COc1cccc(NC(=O)c2cc(-c3ccncc3)nc3c(C)cc(C)cc23)c1 | -18% | -22% | 30% | u | 2% | u | 24% | 9% | u
Cn1c(=O)n(C)c2cc(CNC(=O)[C@H]3O[C@@H](n4cnc5c(N)ncnc54)[C@H](O)[C@@H]3O)ccc21 | 1% | 0% | 0% | 25% | x | -17% | 23% | -3% | 6%
Cc1ccc(C)c(NC(=S)N(Cc2ccco2)C(C)c2cccs2)c1 (centres undefined) | 10% | 0% | 0% | 9% | -10% | 1% | -8% | -1% | 1%

Single records, as listed above. Order of values: HT1080NT lethal | KB-V1 MDR tox | KB-3-1 cytotox | GLP1R inv ag | SW480 rereplic | HEK293 tox | TDP43 rescue | GLP1R ag | HT1080 IDH1KD tx
CCn1ncc(/C=C/C(=O)c2ccccc2)c1C is entered as -24% | 0% | -4% | -24% | 2% | -10% | -9% | 1% | -8%
Cc1c(CNC2CCCC2)c(C(=O)O)c(C)n1Cc1ccccc1 is entered as -1% | 0% | 8% | 3% | 12% | 3% | 14% | -4% | 8%
Cc1nc2ccc(Nc3ccncc3)cc2s1 is entered as 1% | 18% | -3% | -10% | u | 2% | 10% | 4% | -5%
c1ccc(-c2cn(-c3ccccc3)c3ncnc(N4CCCCC4)c23)cc1 is entered as u | -20% | 4% | 3.2µM* | 22% | -6% | 18µM* | 3% | u
COc1ccccc1-c1nnc(SCC(=O)c2ccc(F)cc2)n1-c1ccccc1 is entered as x | u | u | u | x | -26% | u | 0% | x

Source: PubChem BioAssay

The order is random. About 9.4% of those tested had a hit in this group.
